Compound activity (PubChem)
GPR35 antagonists – GPR35 antagonists blocking zaprinast-driven arrestin recruitment, primary screen, imaging, U2OS, beta-arrestin-GFP, zaprinast agonist (AID 2058). U2OS GPR35 beta-arrestin-GFP translocation imaging, zaprinast antagonism; higher % means a stronger effect. one-dose inhibition, % at 10 µM; IC50 in µM for titrated hits. G-protein coupled receptor 35 (Homo sapiens). hit rate 0.052% among 290,000;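 active = inhibition of at least 50% with at least 30 cells and total cytoplasm GFP at most 10,000,000; inconclusive = under 30 cells or total GFP of 10,000,000 plus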
PhoP inhibition – inhibitors of PhoP regulon expression, primary screen, Salmonella Typhimurium, GFP reporter (AID 1863); S. Typhimurium PhoP-regulated promoter GFP reporter, 4 h; higher % means a stronger effect; inhibition, % at 50 µM, or IC50 in µM where a hit was titrated; hit rate 0.16% among 300,000;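 active = inhibition over 29.93%, a cutoff 3 SD above the screen mean, later confirmed by dose response; inconclusive = inhibition over 29.93% but no dose response follow-up; inactive = inhibition at most 29.93% or unconfirmed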;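 also: 0% = low Mg2+ inducing control and 100% = high Mg2+ repressing control; strong numbers were not always called active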
MgcRacGAP inhibition – MgcRacGAP GTPase-activating activity inhibitors, confirmation, biochemical, ADP Hunter fluorescence; MgcRacGAP-stimulated Rac1 GTP hydrolysis, ADP Hunter fluorescence; higher % means a stronger effect; GST-tagged Rac1 F28L mutant substrate; inhibition, % at 30 µM, or IC50 in µM where a hit was titrated; hit rate 0.6% among 340,000; AID 624330, 2012;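 active = first-screen hits whose inhibition reached a set limit at any dose in the follow-up dose series; inconclusive = inhibition above the set first-screen limit but never retested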;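 also: fluorescence reports GDP produced by GAP-driven GTP hydrolysis; strong numbers were not always called active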
Myeloid diff 2 – induction of myeloid progenitor differentiation, primary screen, cell-based, flow cytometry, MLPCN library | hit rate 1% among 360,000 | calls only at 10 µM | ER-HoxA9 myeloid progenitors, lysozyme-GFP differentiation;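 active = normalized GFP-positive differentiation at or above the plate's own cutoff, the solvent-only control mean plus 3 SD; inconclusive = no clear call, values can overlap the other calls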;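 also: cells exposed to compound for four days before flow analysis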
HIV peptide binding – inhibitors of HIV fusion peptide binding, primary screen, biochemical, uHTS, fluorescence dequenching (AID 1986) | hit rate 0.3% among 290,000 | inhibition, % at 20 µM; hits with a dose series show IC50 in µM | cell-free peptide binding, fluorescence dequenching, 30 min; higher % means a stronger effect; in the data active = inhibition mostly above about 52%, no sharp cut-off; inactive = mostly below about 76%; also: some results filed as inactive read as strong as hits
SIAH1 antagonists – Siah-1 peptide-binding antagonists, primary screen, biochemical, fluorescence polarization, rhodamine-plectin, uHTS (AID 1817); one-dose displacement, % at 20 µM; IC50 in µM for titrated hits; hit rate 0.02% among 290,000; E3 ubiquitin-protein ligase SIAH1 (Homo sapiens); Siah-1 / rhodamine-plectin peptide fluorescence polarization; higher % means a stronger effect;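 active = displacement of at least 50% at 20 µM, with a fluorescence ratio check between 0.3 and a set limit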;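 also: plate controls were Siah plus tracer with DMSO for no effect and tracer alone without Siah for full effect; strong numbers were not always called active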
GPR55 antagonists – GPR55 antagonists blocking LPI-driven arrestin recruitment, primary screen, imaging, U2OS, beta-arrestin-GFP, LPI agonist (AID 2013) | U2OS GPR55 beta-arrestin-GFP translocation imaging, LPI antagonism; higher % means a stronger effect | one-dose inhibition, % at 10 µM; IC50 in µM for titrated hits | hit rate 0.13% among 290,000;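 active = spots per cell inhibited over 60%, with over 100 cells counted and total cytoplasm intensity under 500,000; inconclusive = wells with under 100 cells, flagged as likely toxic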;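 also: U2OS cells stably carrying GPR55 and arrestin-GFP stimulated by 5 µM LPI near EC80; imaged beta-arrestin-GFP aggregate spots per cell after agonist stimulation; plate controls were LPI-stimulated DMSO wells for no effect and DMSO wells without LPI for full effect; some results filed as inactive read as strong as hits; confirmed hits need IC50 under 10 µM and bright autofluorescent wells are also inconclusive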
NTR1 ag – agonists of NTR1, primary screen, imaging, U2OS cells, beta-arrestin-GFP, high content (AID 493036); NTR1-U2OS beta-arrestin-GFP spot imaging, agonist mode; activation, % at 20 µM; hit rate 0.17% among 330,000;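 active = activation at or above 40% of the spot to cytoplasm intensity ratio, with at least 20 cells analyzed; inconclusive = wells under 20 cells, flagged as cytotoxic or low count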;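 also: 0% = DMSO without peptide and 100% = 100 nM NTR1 peptide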
Target sequence (P30989 whole entry, looked up): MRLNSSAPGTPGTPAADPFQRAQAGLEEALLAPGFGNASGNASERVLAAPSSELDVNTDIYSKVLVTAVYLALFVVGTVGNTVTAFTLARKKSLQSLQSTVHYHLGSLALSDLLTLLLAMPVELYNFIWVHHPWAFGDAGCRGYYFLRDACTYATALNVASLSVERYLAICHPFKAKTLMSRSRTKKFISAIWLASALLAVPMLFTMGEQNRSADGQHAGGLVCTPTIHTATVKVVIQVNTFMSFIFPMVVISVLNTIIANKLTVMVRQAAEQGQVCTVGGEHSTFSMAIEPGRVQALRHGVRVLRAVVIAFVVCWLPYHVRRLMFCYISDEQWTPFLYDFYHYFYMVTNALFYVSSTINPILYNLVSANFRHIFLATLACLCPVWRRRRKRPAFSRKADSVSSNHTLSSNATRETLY
LYP inhibition – inhibitors of LYP phosphatase, biochemical, fluorescence intensity, uHTS (AID 1779); inhibition, % at 11.5 µM; hits with a dose series show IC50 in µM; hit rate 0.054% among 290,000; Tyrosine-protein phosphatase non-receptor type 22 (Homo sapiens); recombinant LYP phosphatase, fluorescence intensity; higher % means a stronger effect; in the data active = inhibition above about 50%;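 also: plate controls were vehicle with enzyme for no effect and no enzyme for full effect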
NTR1 ag cell count 20 µM – further read-out of NTR1 ag, marked with its call; cell count; measured here: cell count, cytotoxicity flag
Myeloid diff 2 GFP+ MAC1+ % – second read-out of Myeloid diff 2, no call of its own (marks repeat the call); GFP+ MAC1+ double positive, %; measured here: differentiation confirmed by MAC1 staining
Starred values were filed as active, the others as inactive; i = inactive; ? = inconclusive; nt = not tested or not shown.

Values run as follows: GPR55 antagonists, LYP inhibition, MgcRacGAP inhibition, PhoP inhibition, Myeloid diff 2, Myeloid diff 2 GFP+ MAC1+ %, NTR1 ag, GPR35 antagonists, HIV peptide binding, NTR1 ag cell count 20 µM, SIAH1 antagonists
- Cc1cccc(N2CC(C(=O)Nc3ccccc3N3CCCC3)CC2=O)c1C (configuration not stated)
→ nt, nt, 1%, -1%, i, 1.1, 0.2, nt, nt, 45, nt
- CCC(=O)NC(c1cccc([N+](=O)[O-])c1)c1c(O)ccc2ccccc12 (configuration not stated)
→ 15%, -11%, nt, -5%, i, 0.1, 0.0, 9%, -2.7%, 45, 6%
- CCCCN1C(=O)C(=O)N(c2ccccc2)C1=S
→ -12%, 1%, 7%, -2%, i, 0.2, 2.7, 2%, 1.2%, 49, 0%
- N#Cc1ccc(NC(=O)Nc2cccc(C#N)c2)cc1
→ -6%, -2%, 7%, 19%, i, 0.3, nt, 8%, 2.2%, nt, -2%
- O=C(Nc1ccc2c(c1)Cc1ccccc1-2)c1ccc(Br)o1
→ 3%, 0%, 9%, -7%, i, 0.5, 3.4, 5%, 1.5%, 40, 4%
- CC(C)c1cc(N2CCC(=O)NC2=O)cc(C(=O)O)c1O
→ -3%, -8%, 13%, -3%, i, 0.7, -1.3, 2%, 2.6%, 46, 8%
- COCc1ccc(C(=O)NC2CC(C)(C)Cc3c2cnn3-c2ccc(C)cc2)o1 (configuration not stated)
→ -9%, -6%, -1%, -3%, i, 0.4, -0.1, 5%, 1.4%, 60, -5%
- NC(N)=NS(=O)(=O)c1ccc(N=C2C(=O)Nc3ccccc32)cc1
→ 6%, -6%, 10%, -2%, i, 0.6, -0.7, 13%, 0.6%, 65, 0%
- Cc1cc(OCC(=O)Nc2ccc(CCO)cc2)c2c(C)c(C)c(=O)oc2c1
→ 5%, -14%, 6%, 5%, i, 2.5, 2.4, -11%, 0.0%, 63, 1%
- COc1ccc(NC(=O)CC23CC4CC(CC(Br)(C4)C2)C3)c(OC)c1
→ 7%, -1%, 1%, 6%, i, 2.5, 3.6, 10%, 0.9%, 48, -2%
- CCOc1ccc(C(=O)CCC(=O)NC2=NCCS2)cc1
→ nt, nt, 6%, -4%, i, 0.8, -1.6, nt, nt, 40, nt
- CCOCCCNC(=O)C(NC(=O)c1ccc2c(c1)OCO2)c1ccccc1 (configuration not stated)
→ -21%, 1%, 7%, -6%, i, 0.8, 1.6, 2%, 0.8%, 63, 5%
- CN1CCC(=O)N(CCOc2ccccc2)CC1
→ -10%, -12%, 3%, 6%, i, 2.6, -2.7, 0%, 0.6%, 95, -5%
- NS(=O)(=O)c1ccc(CCNC(=O)c2nc(CS(=O)(=O)c3ccc(Cl)cc3)no2)cc1
→ 6%, -4%, 2%, 3%, i, 5.7, -0.3, 9%, -0.4%, 50, 4%
- O=C(N/N=C/c1cnc(N2CCOCC2)s1)c1ccccc1
→ -1%, -7%, 8%, 3%, i, 0.6, 2.2, -12%, -0.3%, 28, 2%
- COc1cccc(C(=O)C2CCCN(C(=O)c3ccc(C#CC(C)(C)O)cc3)C2)c1 (configuration not stated)
→ 11%, 0%, 2%, nt, i, 0.0, 0.9, -12%, -0.1%, 85, 1%
- CC1CCC(C(C)C)C(OC(=O)Cn2nnc3c(cnn3-c3ccccc3)c2=O)C1 (configuration not stated)
→ 5%, 3%, 3%, -3%, i, 0.2, 3.2, -9%, -1.4%, 59, 11%
- O=C(NCc1ccco1)c1cc(=O)c2ccccc2o1
→ -5%, -3%, 4%, -12%, i, 0.1, 1.7, 2%, -0.5%, 44, -6%
- Cc1csc(Nc2nc(N)c(C(=O)Nc3cc(Cl)ccc3F)o2)n1
→ -5%, -4%, 12%, 12%, i, 0.8, 0.7, 4%, -0.9%, 44, 0%
- COc1ccc(C(C[N+](=O)[O-])C2(c3ccc(OC)c(OC)c3)C(=O)c3ccccc3C2=O)cc1 (configuration not stated)
→ 6%, 3%, -1%, 89%, ?, nt, nt, 7%, -2.3%, nt, 7%
- O=C(O)CCc1nn2c3ccccc3n(CC(=O)c3cccs3)c2nc1=O
→ 12%, -4%, 5%, 1%, i, 0.3, 0.5, -2%, 3.8%, 52, 3%
- COc1ccc(CNC2CCCc3ccccc32)cc1OC (configuration not stated)
→ 5%, -2%, 7%, 3%, i, 1.5, -0.9, -10%, 1.8%, 35, 6%
- C=CCNc1nc(N)c(C(=C(C#N)C#N)c2ccc(Br)cc2)s1
→ 11%, -4%, 8%, 1%, i, 0.8, 34, -25%, -1.4%, 41, 4%
- COc1ccc(C(=O)c2ccccc2)cc1Br
→ 0%, -6%, 5%, -1%, i, 2.0, -6.2, -12%, 0.1%, 93, -2%
- O=C(COC(=O)c1ccccc1)NCc1cccs1
→ -6%, -3%, 5%, 2%, i, 0.2, -0.8, 8%, -0.3%, 81, 4%
- CS(=O)(=O)c1[nH]nc(-c2ccccc2)c1C#N
→ 6%, -2%, 13%, -2%, i, 0.1, 3.4, -6%, -0.4%, 46, 10%
- O=C(Cc1ccccc1F)Nc1cc(Cl)ccc1N1CCCC1
→ -7%, -1%, 4%, -4%, i, 3.9, -0.7, -9%, -2.8%, 57, -1%
- Cc1ccccc1NC(=O)C1CCCN1C(=O)NC1CCCCC1 (configuration not stated)
→ 2%, -6%, -2%, 3%, i, 0.8, -1.7, -10%, -2.3%, 81, 0%
- CCc1ccc(N2C(=O)CN(Cc3cccs3)C2=S)cc1
→ 2%, -1%, 1%, 0%, i, 0.5, 6.8, 18%, 1.5%, 61, 8%
- COc1ccc(S(=O)(=O)N2CCN(c3ccc(C)cc3C)CC2)cc1OC
→ 8%, 3%, 11%, 10%, i, 5.7, -1.2, 7%, -0.7%, 57, 0%

Additional compounds:
Values run as follows: GPR55 antagonists, LYP inhibition, MgcRacGAP inhibition, PhoP inhibition, Myeloid diff 2, Myeloid diff 2 GFP+ MAC1+ %, NTR1 ag, GPR35 antagonists, HIV peptide binding, NTR1 ag cell count 20 µM, SIAH1 antagonists
- Cc1cc2c(c(=O)n1Cc1cccnc1)C(c1ccccc1)C(C#N)=C(N)O2 (configuration not stated)
→ 6%, -6%, 11%, 0%, i, 0.5, 3.9, 7%, 0.0%, 41, 0%
- CCCCn1c(N)c(N(CC(C)C)C(=O)c2cc(C)nc3ccccc23)c(=O)[nH]c1=O
→ nt, nt, 3%, 2%, i, 0.9, 0.4, nt, nt, 49, nt
- O=C1N=C(N2CCOCC2)S/C1=C\c1cccs1
→ 13%, 0%, 6%, -3%, i, 0.4, -1.4, 19%, -1.0%, 37, 2%
- O=C(Nc1nnc(-c2ccco2)o1)c1ccc(Cl)s1
→ 5%, -5%, -1%, -3%, i, 3.5, -1.2, 3%, 5.3%, 52, 1%
- Cn1c2ccccc2c2cc(C(=O)N3CCOCC3)sc21
→ -17%, -3%, 8%, 15%, i, 2.2, 3.5, -8%, 2.9%, 75, -1%
- COc1ccc(C(=O)NC2CCN(S(=O)(=O)c3ccc(F)cc3)CC2)cc1
→ 8%, -9%, 11%, 13%, i, 0.5, -0.2, 17%, 0.0%, 68, -3%
- CC(=O)N(CCC(c1ccco1)C(C)C)Cc1ccc(Cl)cc1 (configuration not stated)
→ 10%, 2%, nt, -6%, i, 0.6, 6.2, 10%, -0.3%, 58, -3%
- CSc1nc(C)[nH]c(=O)c1C#N
→ 0%, -7%, 2%, -4%, i, 0.8, 1.5, 4%, -1.1%, 28, 1%
- Cc1cc(C(=O)N/N=C/c2cn[nH]c2-c2ccccc2)cs1
→ 1%, -6%, -4%, 1%, i, 1.1, 1.5, -9%, 2.7%, 47, 5%
- Cc1cccc2nc(CSc3ccccc3C(=O)O)cn12
→ 7%, -2%, 9%, -1%, i, 0.2, -1.2, 1%, -0.1%, 84, 0%
- Cn1nc(-c2ccc(Cl)cc2)c2cc(C(=O)N3CCCC3)sc21
→ 1%, -2%, 5%, 17%, i, 6.6, 9.6, -5%, -1.3%, 64, 5%
- O=C(NC1CCCC1)C1CCCN(S(=O)(=O)c2cnc[nH]2)C1 (configuration not stated)
→ -2%, -4%, 4%, 4%, i, 1.0, -3.0, 5%, 7.6%, 57, -1%
- CC(C)Cn1c(N)c(C(=O)COC(=O)c2cnc(Cl)c(Cl)c2)c(=O)n(C)c1=O
→ -3%, -3%, 11%, -10%, i, 0.5, 6.2, -2%, 0.0%, 41, -4%
- O=C1CC(N2CCN(S(=O)(=O)c3cccc(C(F)(F)F)c3)CC2)C(=O)N1Cc1ccccc1 (configuration not stated)
→ 7%, 3%, 5%, 2%, i, 1.2, -2.3, -2%, 2.3%, 53, 6%
- COC(=O)CN(c1ccc(F)cc1)S(=O)(=O)c1ccc2c(c1)OCCO2
→ 5%, -1%, 6%, 2%, i, 5.1, 1.7, 26%, 17%, 48, -5%
- CC(=O)N1CCCc2cc(S(=O)(=O)N3CCCC(C(=O)N4CCN(c5cc(C)ccc5C)CC4)C3)ccc21 (configuration not stated)
→ -2%, -5%, 0%, 0%, ?, nt, 2.2, 8%, -2.8%, 69, 3%
- CCCc1nc2c([nH]1)C(c1cccnc1)C(C#N)=C(N)O2 (configuration not stated)
→ -6%, 2%, 8%, 13%, i, 1.3, 0.2, 4%, -0.1%, 73, 8%
- O=C(Nc1ccc2c(c1)OCO2)C1CC(c2ccccc2O)=NO1 (configuration not stated)
→ 6%, -7%, 10%, 0%, i, 0.3, -1.0, -2%, 0.4%, 62, 2%
- COc1ccc(/C(O)=C2/C(=O)C(=O)N(c3ccccn3)C2c2ccc(C(C)C)cc2)cc1 (configuration not stated)
→ -3%, -3%, 6%, nt, i, 0.3, -0.6, 3%, 11%, 78, 4%
- CCC(C)NC(=O)C1CCN(c2nc(OC)nc(OC)n2)CC1 (configuration not stated)
→ 13%, -4%, 8%, -5%, i, 1.6, -0.6, 3%, 1.1%, 76, -4%
